NPYLR7 ag = agonists of mosquito NPYLR7 receptor, primary screen, cell-based, Aedes aegypti, calcium fluorescence, mosquito biting behavior; AID 1259423, 2018; 270,000 compounds, 0.15% hits; activation, % at 10 µM; HEK293T NPYLR7/Galpha15, GCaMP6s calcium fluorescence; in the data active = activation above about 40%;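 note: 0% = vehicle and 100% = reference agonist at the receptor; some compounds past the cut are filed as inactive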
mcGAS inh = cyclic GMP-AMP synthase inhibitors, mouse, primary biochemical chemiluminescence; Q8C6L5; recombinant cGAS, Kinase-Glo ATP depletion luminescence; inhibition, % at 12.5 µM; 160,000 compounds, 0.15% hits;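 note: 0% = negative control wells and 100% = reference inhibitor with no enzyme activity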
hcGAS lum = Primary biochemical luminescence assay for human cyclic GMP-AMP synthase inhibitors. AID 1259398, 2018. recombinant h-cGAS, ATP depletion, Kinase-Glo luminescence. inhibition, % at 12.5 µM. Q8N884. 290,000 compounds, 0.081% hits;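 note: 0% = vehicle reaction and 100% = reaction without DNA for no activity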
Target sequence (Q8N884 whole entry, looked up): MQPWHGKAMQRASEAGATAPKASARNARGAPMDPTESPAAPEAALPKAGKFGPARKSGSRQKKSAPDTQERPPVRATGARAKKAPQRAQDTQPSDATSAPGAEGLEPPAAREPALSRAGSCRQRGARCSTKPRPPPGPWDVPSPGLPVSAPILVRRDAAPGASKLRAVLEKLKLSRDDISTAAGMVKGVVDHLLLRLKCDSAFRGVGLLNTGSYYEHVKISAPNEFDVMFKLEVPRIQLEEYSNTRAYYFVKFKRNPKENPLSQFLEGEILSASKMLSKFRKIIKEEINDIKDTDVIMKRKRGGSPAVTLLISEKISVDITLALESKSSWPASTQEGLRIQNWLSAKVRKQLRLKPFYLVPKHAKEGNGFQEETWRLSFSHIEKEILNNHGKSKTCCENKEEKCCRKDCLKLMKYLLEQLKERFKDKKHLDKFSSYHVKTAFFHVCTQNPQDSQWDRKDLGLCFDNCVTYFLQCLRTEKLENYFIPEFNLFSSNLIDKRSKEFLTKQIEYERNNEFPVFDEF
* = called active by the depositor; . = no result given; & = joins results of further samples. Cut-off read from the data, not from the text of the source, unless noted: active = inhibition above about 40%; inactive = the rest.

| # | canonical_smiles | NPYLR7 ag | mcGAS inh | hcGAS lum |
| --- | --- | --- | --- | --- |
| 1 | COC(=O)c1ccc(COC(CN2CCN(S(=O)(=O)c3ccccc3C(F)(F)F)CC2)c2cccc(OC)c2)cc1 (stereo not given) | -10 | 1 | 1 |
| 2 | CC1CN(C)CCN1C(=O)C1CCCN(c2ncccn2)C1 (stereo not given) | 7 | -14 | -4 |
| 3 | O=C(CNC(=O)c1cccnc1)N=Nc1c(O)n(Cc2ccc3c(c2)OCO3)c2ccccc12 | -1 | -3 | -2 |
| 4 | CCOC(=O)C1=C(C)N=c2s/c(=C\c3cc(Cl)cc(Cl)c3O)c(=O)n2C1c1ccc2c(c1)OCO2 (stereo not given) | 11 | -5 | -2 |
| 5 | CC(CC(=O)Nc1ccc(Br)cc1)n1cncn1 (stereo not given) | 4 | . | -7 |
| 6 | CC1(C(=O)NS(=O)(=O)c2cccc(OC(F)F)c2)CCN1C(=O)Cc1cccs1 (stereo not given) | -1 | -4 | -8 |
| 7 | COc1ccc(CC(=O)Nc2cccc(C3SCCS3)c2)c(OC)c1 | -3 | -11 | 0 |
| 8 | Cc1nccn1CCCn1nc(C2CCCNC2)n(-c2ccccc2)c1=O (stereo not given) | 14 | -13 | -5 |
| 9 | COc1ccc(N(C)S(=O)(=O)c2ccc(OC)c(N3CCN(S(=O)(=O)c4cc(Cl)c(Cl)cc4Cl)CC3)c2)cc1 | 6 | -8 | -6 |
| 10 | Cc1c[nH]c(CN2CCC(N3CCCC(C(=O)NC4CC4)C3)CC2)c(C)c1=O (stereo not given) | 0 | -7 | -2 |
| 11 | Cc1nc(C)c(Cc2ccccc2F)c(N2CCN(C(=O)c3ccc([N+](=O)[O-])cc3)CC2)n1 | . | -10 | -10 |
| 12 | CC1CN=C(N2CCN(Cc3nnsc3Cl)CC2)S1 (stereo not given) | 3 | . | -10 |
| 13 | CN1CC(=O)N2C[C@@H](NC(=O)c3ccc(OC(F)F)cc3)C[C@H]2C1=O | 2 | . | 0 |
| 14 | CCC(O)CNC(=O)NC(=C(Cl)Cl)c1ccc(C)c(F)c1 (stereo not given) | 9 | . | -2 |
| 15 | Cc1[nH]ncc1C(=O)N1CCC(N2CC(F)(F)C[C@H]2CO)CC1 | . | -5 | -6 |
| 16 | CCc1ccc(NC(=O)COc2ccc(Br)cn2)cc1 | 5 | -6 | -11 |
| 17 | Cc1ccccc1C(=O)N1CCC2(CC1)OCC(C(=O)O)N2C(=O)c1cccc(F)c1 (stereo not given) | 9 | -6 | -6 |
| 18 | Cc1nn(-c2ccccc2)c2oc(=O)c3c(c12)CCCC3 | 9 | . | -1 |
| 19 | CCCN1CC(n2cc3ncccc3c2O)CC1=O (stereo not given) | 2 | . | -3 |
| 20 | Nc1cc(-c2ccc(Cl)cc2)nn1-c1ccc(C(=O)Nc2cccc(C(F)(F)F)c2)cc1 | -6 | 0 | 0 |
| 21 | C=CCn1nc(C(=O)O)c2c1CCC(NCc1ccc3c(c1)OCCCO3)C2 (stereo not given) | 7 | . | -6 |
| 22 | O=C1NCCN2CCN(Cc3ccc(Cl)c(Cl)c3)CC12 (stereo not given) | -4 | . | -4 |
| 23 | Cn1cccc1C(=S)N=P(C1CCCCC1)(N1CCOCC1)N1CCOCC1 | -5 | . | -1 |
| 24 | O=C(c1n[nH]c(=O)c2ccccc12)N1CCC(n2c(=O)[nH]c3ccccc32)CC1 | 7 | . | -8 |
| 25 | CN1CCC2(CC1)CN(C(=O)c1ccc(-c3nnn(C)n3)cc1)CCN2C | -4 | . | -9 |
| 26 | COc1ccccc1-n1cc(C(=O)N2CCc3c(nc[nH]c3=O)C2)cn1 | 21 | -15 | -4 |
| 27 | N#Cc1cccc(OC2CC3CCC(C2)N3C(=O)c2ccc(CSc3ccccc3Cl)cc2)c1 (stereo not given) | 11 | -8 | -15 |
| 28 | COc1ccccc1-c1cnoc1-c1ccc(O)cc1O | 1 | -7 | -6 |
| 29 | O=C(Cc1csc(NC(=O)c2ccc[nH]c2=O)n1)Nc1ccc2c(c1)OCO2 | 7 | -9 | -4 |
| 30 | COc1cccc(C(=O)N2CCN(CC(OCc3ccc(C#N)cc3)c3cccc(OC)c3)CC2)c1 (stereo not given) | -1 | 2 | -1 |
| 31 | CC(C)(CNC(=O)C1CC(=O)NC(=O)C1)c1ccc(F)cc1Cl | 1 | -12 | -7 |
| 32 | O=C1c2ccccc2C(=O)N1CN(C(=O)C(F)(F)F)c1ccc(Oc2ccccc2)cc1 | 6 | . | -6 |
| 33 | N#CC1C(=N)Oc2cc(N)ccc2C1c1ccc(Cl)c(Cl)c1 (stereo not given) | 12 | . | -3 |
| 34 | CNCCNc1nc2cc(Cl)ccc2c2nnc(C(C)C)n12 | . | -1 | -1 |
| 35 | Cn1c(=O)c2c(nc(CN3CCN(c4ccccc4F)CC3)n2CCCO)n(C)c1=O | -4 | . | 2 |
| 36 | COC(=O)[C@H]1O[C@H](c2ccccc2)O[C@H]1c1ccccc1 | 3 | . | -6 |
| 37 | O=C(NC(C(=O)N1CCCCC1)C1CCN(C(=O)C2CCCC2)CC1)c1ccccc1Cl (stereo not given) | -15 | 0 | -4 |
| 38 | CN(C)c1oc(COc2ccccc2F)nc1C#N | -3 | . | -9 |
| 39 | C=CCn1nc(C(=O)N2CCSCC2)c2c1CCC(NCCCSC)C2 (stereo not given) | 19 | -7 | -8 |
| 40 | O=c1n(CC2COCCO2)nc(CC2CCNCC2)n1-c1ccccc1 (stereo not given) | 17&-4 | -1 | -14&2 |
| 41 | CC(C)CC(N)c1csc(Nc2ccccn2)n1 (stereo not given) | 3 | . | -4 |
| 42 | O=C(NCC1CCCN(C(=O)CCN2CCCCC2=O)C1)c1ccc(F)cc1 (stereo not given) | -6 | . | -5 |
| 43 | O=S(=O)(c1ccc(F)cc1)N1CCN(c2nc(-c3ccco3)nc3cc(Cl)ccc23)CC1 | 18 | -11 | -6 |
| 44 | CC(=O)N1CCC(C(=O)N2CCN(C(c3ccc(Cl)cc3)c3ccc(Cl)cc3)CC2)CC1 | -2 | -8 | -3 |
| 45 | Cc1oc(-n2cccc2)c(C#N)c1C(=O)NC(C)c1ccccc1Cl (stereo not given) | 1 | . | -5 |
| 46 | COc1cccc(-c2cn[nH]c2C2CCN(C(=O)c3sccc3N)CC2)c1 | 2 | -13 | -1 |
| 47 | COc1ccccc1C1c2cccn2CCCN1Cc1cccc(C(F)(F)F)c1 (stereo not given) | 11 | -4 | -1 |
| 48 | CCOC(=O)C1(Cc2ccccc2C(F)(F)F)CCN(Cc2ccc(COC)o2)CC1 | 2 | . | -5 |

An excerpt of these results, screen by screen.
#44 CC(=O)N1CCC(C(=O)N2CCN(C(c3ccc(Cl)cc3)c3ccc(Cl)cc3)CC2)CC1
#41 CC(C)CC(N)c1csc(Nc2ccccn2)n1 (stereo not given)
#45 Cc1oc(-n2cccc2)c(C#N)c1C(=O)NC(C)c1ccccc1Cl (stereo not given)

| Compound | 44 | 41 | 45 |
| --- | --- | --- | --- |
| NPYLR7 ag | -2 | 3 | 1 |
| mcGAS inh | -8 | . | . |
| hcGAS lum | -3 | -4 | -5 |

Compound profiles, from the list above. Screens in order: NPYLR7 ag	mcGAS inh	hcGAS lum
COc1ccc(CC(=O)Nc2cccc(C3SCCS3)c2)c(OC)c1 is listed with -3	-11	0
N#Cc1cccc(OC2CC3CCC(C2)N3C(=O)c2ccc(CSc3ccccc3Cl)cc2)c1 (stereo not given) is listed with 11	-8	-15
O=S(=O)(c1ccc(F)cc1)N1CCN(c2nc(-c3ccco3)nc3cc(Cl)ccc23)CC1 is listed with 18	-11	-6
CC(C)(CNC(=O)C1CC(=O)NC(=O)C1)c1ccc(F)cc1Cl is listed with 1	-12	-7
CC1CN(C)CCN1C(=O)C1CCCN(c2ncccn2)C1 (stereo not given) is listed with 7	-14	-4

The list goes on.
| # | canonical_smiles | NPYLR7 ag | mcGAS inh | hcGAS lum |
| --- | --- | --- | --- | --- |
| 49 | CCOC(=O)c1nn(-c2ccc(C)cc2)c(=O)c2c(NC(=O)Cc3ccccc3)scc12 | -1 | -9 | -6 |
| 50 | COc1ccc(-c2cnc3ncnn3c2N2CCCN(C(=O)[C@H](C)OC(C)=O)CC2)cc1OC | 2 | -4 | -1 |
| 51 | CCCc1nc(N2CCN(S(=O)(=O)c3cccc4cccnc34)CC2)c2c3c(sc2n1)CN(CC)CC3 | 1 | 5 | 2 |
| 52 | CC(C)(C)c1ccc(COc2coc(CN3CCN(C(=O)/C=C/c4ccc(OC(F)(F)F)cc4)CC3)cc2=O)cc1 | 31 | -6 | -11 |
| 53 | O=C(Cc1n[nH]c(=O)c2ccccc12)N1CCCc2ccccc21 | 0 | -6 | -6 |
| 54 | CCC(CC)Nc1ccc(-c2nnc(Br)s2)cc1 | 1 | . | -5 |
| 55 | CC1=C(C(=O)OC(C)C)C(c2cccc(NC(=O)Nc3ccc(F)c(Cl)c3)c2)NC(=S)N1C (stereo not given) | . | -8 | -2 |
| 56 | Cc1cc(C)n(-c2nc3c(c(=O)n2CC(=O)N2CCc4ccccc42)CCC3)n1 | . | -7 | -5 |
| 57 | Fc1ccc(Cc2nc(CSc3cccc(C(F)(F)F)c3)cs2)c(Cl)c1 | 24 | -5 | -6 |
| 58 | CCC(C)Oc1ccccc1/C=C/C(=O)NC1CCOCC1 (stereo not given) | 5 | . | -11 |
| 59 | CC(NC(=O)CN1CN(c2ccccc2)C2(CCN(C(=O)COc3ccccc3)CC2)C1=O)c1ccccc1 (stereo not given) | . | -5 | -8 |
| 60 | CCN(CC)c1onc(-c2ccccc2)c1CN(CC1CC1)CC(O)c1ccccc1 (stereo not given) | -2 | 0 | 2 |
| 61 | COc1ccc(CCN2CC(C(=O)N(C)Cc3c(C)n[nH]c3C)CCC2=O)cc1 (stereo not given) | 19 | . | -1 |
| 62 | CC1Oc2ccc(-c3cccc(F)c3)cc2N(c2ccc3c(c2)CCO3)C1=O (stereo not given) | 3 | . | 0 |
| 63 | O=c1cc(CCn2cccn2)nc(-c2ccc(CN3CCC[C@@H]3CO)cc2)[nH]1 | -3 | . | 39 |
| 64 | COc1ccc(OCCCCOc2ccccc2F)cc1 | 21 | . | -12 |

Some of the entries above, set out differently:
Below each SMILES: NPYLR7 ag | mcGAS inh | hcGAS lum
(58) CCC(C)Oc1ccccc1/C=C/C(=O)NC1CCOCC1 (stereo not given)
  5 | . | -11
(60) CCN(CC)c1onc(-c2ccccc2)c1CN(CC1CC1)CC(O)c1ccccc1 (stereo not given)
  -2 | 0 | 2

More structures.
| # | canonical_smiles | NPYLR7 ag | mcGAS inh | hcGAS lum |
| --- | --- | --- | --- | --- |
| 65 | COc1cccc(CNC(=O)CSc2nccn3nc(-c4cccc5ccccc45)cc23)c1 | 3 | -4 | -5 |
| 66 | CCOc1ccc(C(=O)Nc2c(C)nc3scc(C)n3c2=O)cc1OCC | 9 | -7 | -12 |
| 67 | Cc1ccc2ncccc2c1CNc1nc(C2CCCC2)nc2c1CNC2 | 30 | -17 | -2 |
| 68 | COc1cccc(CN(CC2CC(c3ccc(Cl)cc3)=NO2)C(=O)C(C)C)c1 (stereo not given) | 11 | -6 | -6 |
| 69 | CCCc1cc(C(=O)N2CCC3(CCCN(Cc4cccc(OC)c4OC)C3)C2)n(C)n1 (stereo not given) | 16 | . | -5 |
| 70 | N#Cc1cccc(CN2CCN3C(C(=O)NCCc4ccccc4)=COC3=NC2=O)c1 | -1 | . | -10 |
| 71 | Fc1cc(F)c2nc(N3CCN(c4nc5c(F)cc(F)cc5s4)CC3)sc2c1 | 12 | -6 | -5 |
| 72 | Cc1ccc(C(CC(=O)O)NC(=O)CN2C(=O)c3ccccc3C2=O)cc1 (stereo not given) | 13 | . | -5 |
| 73 | N#C/C(=C\n1cccc1-c1ccc([N+](=O)[O-])cc1)c1nn(-c2ccccc2)c(N)c1C#N | -5 | . | -3 |
| 74 | CC(COCC(F)(F)F)NC(=O)NCc1ccc(N(C)C)c(F)c1 (stereo not given) | -6 | . | -12 |
| 75 | COc1ccc(CCN(C)C2CCCN(Cc3cccc(-n4cccn4)c3)C2)cc1OC (stereo not given) | 7 | -8 | -2 |
| 76 | COc1ccc(CN2C[C@@H]3C[C@@H](C(N)=O)N(C(=O)CC(C)(C)C)c4cccc(c43)C2=O)cc1 | 5 | -9 | 4 |
| 77 | O=[N+]([O-])c1cc(S(=O)(=O)Nc2ccc(Br)cc2)ccc1Cl | 6 | . | -2 |
| 78 | C=CCn1c(SCC(N)=O)nc2sc3c(c2c1=O)CCCC3 | 7&5 | . | -4&-8 |
| 79 | CSc1n[nH]c(N)c1S(=O)(=O)c1ccccc1 | 1 | . | 0 |
| 80 | Cc1sc(CNC(=O)C2CCOCC2)nc1-c1ccc(Cl)cc1 | 1 | . | -17 |
| 81 | Cc1ccc(-n2ncc3c(=O)n(NC(=O)c4cccc5ccccc45)cnc32)cc1 | 4 | . | -13 |

7 entries from above, arranged by heavy-atom count, ascending:
| # | canonical_smiles | NPYLR7 ag | mcGAS inh | hcGAS lum |
| --- | --- | --- | --- | --- |
| 12 | CC1CN=C(N2CCN(Cc3nnsc3Cl)CC2)S1 (stereo not given) | 3 | . | -10 |
| 28 | COc1ccccc1-c1cnoc1-c1ccc(O)cc1O | 1 | -7 | -6 |
| 57 | Fc1ccc(Cc2nc(CSc3cccc(C(F)(F)F)c3)cs2)c(Cl)c1 | 24 | -5 | -6 |
| 48 | CCOC(=O)C1(Cc2ccccc2C(F)(F)F)CCN(Cc2ccc(COC)o2)CC1 | 2 | . | -5 |
| 11 | Cc1nc(C)c(Cc2ccccc2F)c(N2CCN(C(=O)c3ccc([N+](=O)[O-])cc3)CC2)n1 | . | -10 | -10 |
| 27 | N#Cc1cccc(OC2CC3CCC(C2)N3C(=O)c2ccc(CSc3ccccc3Cl)cc2)c1 (stereo not given) | 11 | -8 | -15 |
| 59 | CC(NC(=O)CN1CN(c2ccccc2)C2(CCN(C(=O)COc3ccccc3)CC2)C1=O)c1ccccc1 (stereo not given) | . | -5 | -8 |
